# Bioassay records: PubChem BioAssay, National Center for Advancing Translational Sciences (NCATS)
# IL-2 act = activators of IL-2; 360,000 tested, 0.065% active; AID 652025; activation, % (series mostly up to about 46 µM); IL-2 activation reporter assay, cell-based qHTS; stimulated with anti-CD3/CD4/CD28 beads; in transgenic mouse T cells; in the data active = activation above about 50%; inconclusive = mostly about 30% to 49%; also: 0% is about no effect
#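 Unstimulated transgenic mouse T cells; 60-min compound exposure; bead-based TCR/CD4/CD28 stimulation; 18 h culture, 37 degrees C; dual fluorescence (EGFP, DsRed) plate cytometry.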
# FUS suppressor = FUS proteinopathy suppression in yeast | S. cerevisiae FUS-expressing, growth rescue, OD600, 24 h | Potency, µM (series often up to 76.6 µM), without a hit: at the top dose growth rescue (activation), usual class: activators | 390,000 tested, 0.24% active | AID 1347120;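 also: potency is read from the fitted curve at half-maximal effect; plate controls were DMSO vehicle for no effect and reference control for full effect; nearly all actives have a fitted effect of over 55% in size; some results filed as inactive show a strong effect at the top dose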
#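 Restored growth of FUS-toxic S. cerevisiae, read as 600 nm absorbance after 24 h at 30C in galactose medium (starting OD 0.005). Controls CP55940 and DMSO.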
# EPAC1 antag = EPAC1 (human) antagonism. EPAC1 GEF assay, Rap1b-BODIPY-GDP exchange fluorescence. 360,000 tested, 0.14% active. Potency, µM (highest dose often 115 µM), for the others: top-dose activity change, negative = inhibition, hits mostly inhibitors. O95398;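 also: potency is read from the fitted curve at half-maximal effect; plate controls were vehicle for no effect and positive control for full effect; nearly all actives have a fitted effect of over 50% in size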
# PI5P4Ka inh = PI5P4K alpha (human) kinase inhibition | max response, % | PI5P4Kalpha enzyme, ADP-Glo luminescence, 60 min; hits give low values | P48426 | 330,000 tested, 1.2% active; active = max response of -50% or lower; inconclusive = between -30% and -50%; inactive = -30% or higher; also: value at the top dose of about 77 µM; % is scaled to controls: 0 for no effect and ±100 for the full control effect
# Target sequence (P48426 whole entry, looked up): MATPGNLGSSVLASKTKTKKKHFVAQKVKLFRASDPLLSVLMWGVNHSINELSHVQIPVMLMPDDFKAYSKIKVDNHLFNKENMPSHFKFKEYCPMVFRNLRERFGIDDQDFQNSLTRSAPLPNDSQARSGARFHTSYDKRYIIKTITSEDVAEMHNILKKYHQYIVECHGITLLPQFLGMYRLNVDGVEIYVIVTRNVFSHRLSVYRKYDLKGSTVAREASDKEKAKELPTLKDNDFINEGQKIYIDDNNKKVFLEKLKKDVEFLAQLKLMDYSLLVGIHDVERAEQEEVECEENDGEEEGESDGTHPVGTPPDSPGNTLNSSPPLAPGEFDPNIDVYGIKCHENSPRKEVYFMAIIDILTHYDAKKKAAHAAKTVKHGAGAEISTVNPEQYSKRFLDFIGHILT
#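 Reactions run in 0.038 M HEPES pH 7.4, 0.28 mM EGTA, 0.1% CHAPS and 5% DMSO, with PI5P4Kalpha, substrate, compound and 5 microM ATP final, one hour at room temperature. Readout is ADP-Glo luminescence.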
# WRN inhibitor = blocks human WRN helicase. Q14191. WRN helicase unwinding, fluorescent forked duplex, kinetic. Potency, µM (series often up to 114 µM), for the others: at the top dose activity change, negative = inhibition, usual class: inhibitors. 360,000 tested, 0.46% active; also: potency is read from the fitted curve at half-maximal effect; % is scaled to controls: 0 for no effect and ±100 for the full control effect; nearly all actives have a fitted effect of over 55% in size
#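 Fluorescence dequenching readout, ex 525 nm/em 598 nm, kinetic mode: forked duplex DNA (100 nM final) with adjacent fluorophore and quencher unwound by WRN (20 nM final) with 2 mM ATP. Compound preincubation 15 min, room temperature.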
# Abeta yeast res = A-beta toxicity reversal in yeast | yeast expressing A-beta42, growth rescue, OD600, 48 h; response scale: 0% DMSO, 100% iron-clioquinol control | 410,000 tested, 0.063% active | Potency, µM (top dose mostly 46.1 µM), without a hit: top-dose growth rescue, most hits filed as activators; also: potency is read from the fitted curve at half-maximal effect; nearly all actives have a fitted effect of over 55% in size
#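 Growth rescue measured by 600 nm absorbance after 48 h yeast culture at 30 C with compound. Values normalized between DMSO and an equimolar ferric chloride plus clioquinol control.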
# EPAC1 agonist = agonists of human EPAC1 | EPAC1 agonist qHTS, biochemical assay; response scale: 100% = response to 6.5 mM cAMP | Potency, µM (top dose mostly 154 µM), without a hit: at the top dose activation, hits mostly activators | 360,000 tested, 0.073% active | AID 720707; also: potency is read from the fitted curve at half-maximal effect; nearly all actives have a fitted effect of over 60% in size
#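 Fluorescent GDP-exchange assay: 100 nM EPAC1 with 250 nM Rap1B preloaded with BODIPY-GDP and 50 uM GDP; compounds tested as concentration series, 5 min at room temperature, then read every 5 min for 30 min (ex 480/em 540 nm); normalized to 6.5 mM cAMP.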
# PLK1 PBD block = blocks phosphopeptide binding to human PLK1 polo-box domain; Plk1 PBD binding of FITC phosphopeptide, fluorescence polarization; Potency, µM, for the others: max response, negative = inhibition, hits mostly inhibitors; 360,000 tested, 2.8% active; AID 720504; also: potency is read from the fitted curve at half-maximal effect; series mostly up to about 57 µM; % is scaled to controls: 0 for no effect and ±100 for the full control effect; nearly all actives have a fitted effect of over 65% in size
# Target sequence (P53350 whole entry, looked up, the tested form may be a part): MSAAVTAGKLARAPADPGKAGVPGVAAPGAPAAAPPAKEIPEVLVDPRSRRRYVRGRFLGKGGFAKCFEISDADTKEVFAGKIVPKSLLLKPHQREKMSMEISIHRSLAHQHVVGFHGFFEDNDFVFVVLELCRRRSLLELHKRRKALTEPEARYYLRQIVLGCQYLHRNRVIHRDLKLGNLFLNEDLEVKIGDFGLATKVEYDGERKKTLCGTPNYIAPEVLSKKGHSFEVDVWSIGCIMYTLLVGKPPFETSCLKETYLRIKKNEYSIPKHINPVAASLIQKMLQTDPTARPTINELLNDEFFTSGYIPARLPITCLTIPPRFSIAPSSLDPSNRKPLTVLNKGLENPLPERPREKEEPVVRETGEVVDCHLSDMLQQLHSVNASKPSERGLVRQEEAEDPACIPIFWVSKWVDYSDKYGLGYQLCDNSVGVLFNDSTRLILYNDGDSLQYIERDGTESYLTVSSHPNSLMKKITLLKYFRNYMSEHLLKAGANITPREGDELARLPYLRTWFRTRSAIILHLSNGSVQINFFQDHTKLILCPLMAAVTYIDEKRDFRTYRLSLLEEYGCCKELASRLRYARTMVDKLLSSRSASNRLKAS
# An asterisk follows results filed as active; ? = inconclusive; / = no result given; & = joins results of further samples; [ ] = dose if it differs, or a comment. Unless noted, calls follow the shape of the dose curve; as a rule, active = well fitted curve in the direction sought with a large enough effect; inconclusive = small, poorly fitted or top-dose-only effect, or another doubt; inactive = no such curve, though single readings can be large; an effect the other way counts as inactive or inconclusive. Outcome played no part in choosing rows; 4.1% or so of the library scored in one or more.
# Below each compound – IL-2 act	FUS suppressor	EPAC1 antag	PI5P4Ka inh	WRN inhibitor	Abeta yeast res	EPAC1 agonist	PLK1 PBD block
1: CCOc1ccc(S(=O)(=O)Nc2ccc(S(=O)(=O)N3CCCCC3)cc2)cc1
  0.0	?	-3%	0	-7%	16%	25%	-7%
2: CCOC(=O)C1CCCN(C(=O)c2cn(C)c3ccc(S(=O)(=O)N4CCCC4)cc3c2=O)C1 (centres undefined)
  -2.7	15%	-1%	/	7%	-5%	8%	-9%
3: COc1ccc(NC(=O)c2ccc(NS(=O)(=O)c3cccc4cccnc34)cc2)cc1
  -0.6	1%	-14%	4	-1%	-15%	5%	-4%
4: CCN(CC)CCn1c2c(c(SCC(=O)Nc3ccc(F)c(F)c3)nc1=O)CCC2
  -2.1	-1%	-2%	10	6%	11%	0%	3%
5: O=C(COc1ccc(Cl)cc1)Nc1cnn(Cc2c(Cl)cccc2Cl)c1
  4.4	30%	-8%	-1	-3%	15%	16%	-9%
6: N#CCSc1nc2c(cc1C#N)CCCCCC2
  -0.4	11%	-12%	-1	-2%	-33%[inhibitor]	-1%	-8%
7: O=C(c1cc(-c2ccccc2)on1)N(Cc1cccnc1)C(c1ccccn1)c1nc2ccccc2[nH]1 (centres undefined)
  -0.6	?	-4%	-3	-6%	-6%	10%	-9%
8: C/C(=N\NC(=O)c1ccc(Cn2cc(Br)cn2)o1)c1ccc(NC(=O)c2ccoc2C)cc1
  -0.4	15%	-13%	-9	-28%	13%	6%	-4%
9: O=C(Nc1ccc2oc(-c3ccccc3)nc2c1)c1ccncc1
  0.5	-1%	5%	-2	-32%[57.1 µM]	-2%	-3%	-10%
10: CCCCCCn1ccc(=N)cc1
  0.2	-21%	4%	-5	7%	-2%	16%	-8%
11: C/C(=N\Nc1ccccn1)c1cccs1
  -0.6	4%	-14%	-1	-1%	-7%	-11%	-7%
12: CC(/C=N/NC(=O)c1ccco1)=C\c1ccccc1
  -0.1	12%	5%	4	6%	10%	4%	1%
13: O=C(CNC(=O)c1ccccc1)N/N=C/c1ccccc1Cl
  1.1	-11%	-5%	3	-6%	-10%	3%	-6%
14: Cc1cc(C(=O)N2CCC2(C)C(=O)NS(=O)(=O)c2ccc(F)cc2F)nn1C (centres undefined)
  0.0	-13%	4%	5	1%[57.1 µM]	-14%	1%	-7%
15: O=C(NCCc1ccccc1)c1ccc(Cl)c(S(=O)(=O)N2CCOCC2)c1
  0.2	8%	?	-3	-3%	8%	-3%	-18%
16: CC(C(=O)NC1CCCC1)n1c(-c2ccncc2)nc2ccccc21 (centres undefined)
  0.3	-9%	-4%	4	12%	0%	-3%	2%
17: COc1ccc(S(=O)(=O)N(CC(=O)Nc2ccc(S(=O)(=O)N3CCOCC3)cc2)c2ccccc2)cc1
  -0.7	/	-19%	-2	-2%	11%	5%	-18%
18: COc1cccc(-c2nc(CS(=O)(=O)CC(=O)NCC(C)c3ccccc3)c(C)o2)c1 (centres undefined)
  -4.3	?	-23%	4	-8%	-9%	-5%	-2%
19: CCOC(=O)Nc1ccc(S(=O)(=O)Nc2cc(C)nc(C)n2)cc1
  -1.5	10%	9%	0	6%	9%	-3%	4%
20: Cc1[nH]n(-c2ccccc2)c(=O)c1C1(C(F)(F)F)C(=O)N(c2ccccc2)C2=C1C(=O)CC(C)(C)C2 (centres undefined)
  -0.8	32µM*	-7%	/	-14%	1%	8%	-7%

# Copied from the list.
# entry 9 @ IL-2 act = 0.5
# entry 15 @ PI5P4Ka inh = -3
# entry 5 @ EPAC1 agonist = 16%

# The listing picks up, repeating the two entries before the break.
# Below each compound – IL-2 act	FUS suppressor	EPAC1 antag	PI5P4Ka inh	WRN inhibitor	Abeta yeast res	EPAC1 agonist	PLK1 PBD block
19: CCOC(=O)Nc1ccc(S(=O)(=O)Nc2cc(C)nc(C)n2)cc1
  -1.5	10%	9%	0	6%	9%	-3%	4%
20: Cc1[nH]n(-c2ccccc2)c(=O)c1C1(C(F)(F)F)C(=O)N(c2ccccc2)C2=C1C(=O)CC(C)(C)C2 (centres undefined)
  -0.8	32µM*	-7%	/	-14%	1%	8%	-7%
21: C/C(=N\NC(=O)Cc1c(F)cccc1Cl)c1cccnc1
  -2.6	-9%	-19%	2	-2%	-2%	5%	2%
22: CSc1ccc(S(=O)(=O)N2CCC(C(=O)Nc3ccc(NC(C)=O)cc3)CC2)cc1
  0.3	17%	-1%	9	-1%	7%	3%	-11%
23: O=C(c1ccccc1)c1nc2ccccc2n(CCCn2c(=O)c(C(=O)c3ccccc3)nc3ccccc32)c1=O
  3.8	?	-1%	0	-14%	10%	0%	0%
24: COc1cccc(C(=O)Oc2ccc(/C=N/NC(=O)c3ccncc3)cc2OC)c1
  -1.4	20%	2%	-5	2%	7%	2%	-7%
25: Cc1ccc(C(O)c2ncc(-c3ccc4ccccc4c3)[nH]2)cc1 (centres undefined)
  -0.6	2%	-16%	5	-16%	-20%	-12%	-12%
26: CCOC(=O)c1ccccc1NC(=O)COC(=O)CSCC(=O)Nc1cc(C)on1
  0.7	15%	?	-5	-34%	6%	1%	-15%
27: O=C(Nc1cccc(C(F)(F)F)c1)Nc1ccc2[nH]c(=O)[nH]c2c1
  0.6	-2%	-8%	-1	-1%	0%	5%	-17%
28: Cc1ccc(OCC(=O)N[C@@H](C)c2nnc3ccccn23)cc1C
  1.5	-1%	5%	6	3%	/	-6%	4%
29: O=C1NC(=O)/C(=C\c2cn(Cc3ccccc3F)c3ccccc23)N1
  -0.1	9%	-8%	-8	0%	-12%	5%	0%
30: Cc1ccccc1C1C(=O)c2ccccc2C1=O
  -1.5	-10%	-1%	-5	5%	9%	1%	-1%
31: COc1cc(C(=O)NCC(=O)NCCN2C(=O)S/C(=C\c3ccc4c(c3)OCO4)C2=O)cc(OC)c1OC
  -2.1	40%	-2%	0	-13%	-3%	10%	-12%
32: COc1ccc(C(=O)OC(C)C(=O)NC2CCCCC2C)cc1S(=O)(=O)N1CCOCC1 (centres undefined)
  -2.6	10%	-3%	-6	12%	-11%	-1%	-3%
33: COc1ccccc1NC(=O)COc1ccc(-c2nn(C)c(=O)c3ccccc23)cc1
  2.5	2%&12%	1%	3	-8%	5%&-32%	6%	0%
34: Cc1ccc(-c2nsc3c(N4CCC(C(N)=O)CC4)ncnc23)cc1
  -0.2	-8%	0%	8	0%	-14%	0%	-7%
35: CCN(CC(N)=O)S(=O)(=O)c1ccc(Br)cc1
  -0.6	-6%	-3%	/	1%	-5%	9%	-8%
36: O=C(CSc1nnnn1C1CC1)Nc1cccc(S(=O)(=O)N2CCCC2)c1
  0.8	/	6%	4	-2%	11%	1%	2%
37: Fc1ccc(C2CCCN2Cc2nc(Cc3ccccc3)no2)cc1 (centres undefined)
  -0.4	-19%	6%	2	8%	17%	-4%	4%
38: C/C=C(\C)C(=O)Nc1cccc(C2=NOC3(C2)C[C@@H](C(N)=O)N(C(=O)c2ccccc2C(=O)c2ccccc2)C3)c1 (some centres undefined)
  0.8	38%	?	3	-2%	-13%	-11%	-8%
39: CC(C)Cc1ccc(S(=O)(=O)Nc2ccccn2)cc1
  1.3	13%	-6%	4	-11%	-6%	-16%	-9%
40: O=S(=O)(c1cccc(S(=O)(=O)N2CCOCC2)c1)N1CCCCC1
  -3.3	8%	4%	-3	-1%	-12%	11%	-11%
41: Cc1cccc(C2CC(c3ccc(Cl)cc3)Nc3nc(N)nn32)c1 (centres undefined)
  -0.6	4%	-5%	1	-2%	14%	-1%	-2%
42: CN1CCN(/N=C/c2ccc(N(c3ccccc3)c3ccccc3)cc2)CC1
  4.9	31%	-6%	-2	-7%	11%	9%	-8%
43: Cc1nc(NCCc2ccc(Cl)cc2)c2nnn(Cc3ccccc3)c2n1
  0.7	-21%	4%	-2	4%	-5%	15%	-10%
44: CCNC(=O)C1(C)CCCN(Cc2noc(-c3c(C)noc3C)n2)C1 (centres undefined)
  -0.5	-16%	17%	1	11%	14%	-12%	-5%
45: O=C(Nc1ccccc1F)c1cc(-c2ccco2)nc2ccccc12
  13	35%	-3%	?	?	-20%	-5%	?
46: CN(C)c1ccc(/C=N\NC(=O)c2cccc3cc[nH]c23)cc1
  0.4	5%	-20%	-9	-1%	-23%	5%	-13%
47: COCCCn1c(-c2ccc(Cl)cc2)n[nH]c1=S
  2.9	14%	-13%	2	-4%	1%	7%	-12%
48: O=C(Nc1ccc(S(=O)(=O)NC2CCCCC2)cc1)c1ccco1
  -4.2	-16%	-1%	/	-5%[57.1 µM]	-12%	-7%	-4%
49: O=C(NCC(=O)N(Cc1cccs1)C(C(=O)NC1CCCC1)c1ccco1)c1cccs1 (centres undefined)
  -2.6	23%	12%	-3	15%	4%	-5%	-3%
50: COc1ccc(CC(=O)OCC(=O)Nc2ccc(N3CCOCC3)cc2)cc1
  -0.3	7%	22%	5	2%	-1%	-2%	4%
51: Cc1nc2cc(F)ccc2n1C1CCN(S(=O)(=O)c2ccccc2)CC1
  0.9	3%	-6%	-7	-2%	0%	2%	-25%
52: COC1=C/C(=C/c2c(N)n3nc(CC(=O)N4CCOCC4)sc3nc2=O)C=CC1=O
  -0.7	38%	-11%	-79*	-16%	-5%	-11%	30%
53: CC(C)C(=O)N(Cc1ccc2c(c1)OCO2)Cc1ccccn1
  -1.3	29%	-4%	/	12%	-20%	4%	-8%
54: COc1ccc(CCN2CC(C(=O)NCc3nc4ccccc4n3C)CCC2=O)cc1 (centres undefined)
  -0.3	6%	-15%	2	-19%	7%	-14%	-11%
55: CC(OC1=CC(=O)CCC1)C(=O)c1ccccc1 (centres undefined)
  -2.8	2%	11%	/	11%	9%	-2%	0%
56: Cc1ccc(Nc2ccccc2)nn1
  -2.2	13%	4%	5	-1%	-9%	13%	0%
57: COc1ccc(Cl)cc1S(=O)(=O)NC1CC(C)(C)NC(C)(C)C1
  -0.3	-1%	2%	12	-2%[57.1 µM]	-10%	-10%	-9%
58: CCOc1ccc(C(=O)Nc2ccc(N3CCN(C)CC3)cc2)cc1[N+](=O)[O-]
  0.0	5%	27%	3	6%	-3%	3%	2%
59: Cn1ncc2c(Nc3cccc4ccccc34)ncnc21
  -1.4	15%	-3%	-17	-2%	15%	2%	-14%
60: COc1ccccc1CNC(=O)c1ccncc1
  0.6	2%	21%	-6	1%	12%	4%	1%
61: Cc1cc(C(=O)OCC(=O)N2c3ccccc3CC2C)c(C)o1 (centres undefined)
  0.5	7%	-14%	9	0%	-7%	-2%	-26%
